Assay outcomes: PubChem, National Center for Advancing Translational Sciences (NCATS)
BRCA1 expr up: BRCA1 expression activation | MCF7-BRCA1-FFLuc reporter, luminescence, 48 h; response scale: scaled: vehicle 0%, 10 µM genistein 100% | Potency, µM (doses to about 46.1 µM), without a hit: at the highest dose activation, most hits filed as activators | 380,000 tested, 1.1% active | AID 624202; note: potency is the fitted concentration of half-maximal effect; nearly all actives have a fitted effect of over 80% in size; some results filed as inactive show a strong effect at the top dose
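Quantitative HTS in MCF7 cells stably reporting BRCA1 expression via firefly luciferase. Compound treatment lasts 48 h at 37 °C in phenol-red free MEM. Activation is expressed relative to genistein at 10 microM and DMSO.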
FLuc modulator: counter-screen for miR-21 project: firefly luciferase inhibitors or activators | P08659 | purified FLuc, Km substrates, luminescence inhibition | Potency, µM (highest dose often 57.5 µM), for the others: top-dose activity change, negative = inhibition, hits mostly inhibitors | 360,000 tested, 6.9% active | AID 588342;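 note: potency is the fitted concentration of half-maximal effect; plate controls were vehicle for no effect and reference inhibitor for full effect; nearly all actives have a fitted effect of over 55% in size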
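Purified P. pyralis luciferase, 10 nM final, with Km-level 10 uM D-luciferin and 10 uM ATP in 50 mM Tris acetate pH 7.5, 10 mM Mg acetate, 0.01% Tween-20, 0.05% BSA; 6-point qHTS titration about 60 µM downward; luminescence read.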
Giardia kill: Giardia lamblia killing; Giardia lamblia trophozoite viability; activity change, % at 7.66 µM, hits read low; 340,000 tested, 0.15% active; AID 540267; in the data active = activity change below about -80%; inconclusive = between about -30% and that limit;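 note: parasites exposed to compound for two days anaerobically before the ATP read; % is set by controls: 0 for no effect and ±100 for the full control effect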
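Each well holds 100 Giardia trophozoites and compound. After two days (48 hrs) at 37 deg C in anaerobic conditions, ATP is quantified by luminescence.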
Rab9 prom act: activators of Rab9 promoter; Huh7 Rab9 promoter-luciferase reporter, luminescence, 24 h; Potency, µM (titrated, usually from 9.22 µM), without a hit: at the highest dose activation, negative = inhibition, actives largely listed as activators; 320,000 tested, 2.8% active; note: potency is the fitted concentration of half-maximal effect; % of control where 0% means no effect; nearly all actives have a fitted effect of over 60% in size
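Rab9 promoter-driven luciferase in stably transfected Huh7 cells; 1500 cells/well rested 2 h, exposed to compound in DMSO for 24 h at 37 °C, 5% CO2. Luminescence read 10 min after adding luciferase reagent at ambient temperature.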
ELG1 genotox: induces genotoxicity in HEK293T cells with luciferase-tagged ELG1. 330,000 tested, 1.3% active. Potency, µM (series often up to 46 µM), for inactives: at the top dose activity change, positive = activation, usual class: activators. HEK293T ELG1-luciferase reporter, luminescence, 16 h. AID 504466; note: potency is the fitted concentration of half-maximal effect; % of control where 0% means no effect; nearly all actives have a fitted effect of over 60% in size
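Screening used a luciferase reporter fused to human ELG1 in HEK293T cells. Luminescence was read on a CCD plate imager after 16 hr exposure and 30 min ONE-Glo incubation.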
RORgamma inh: inhibitors of mouse ROR gamma transcriptional activity; P51450; Drosophila S2 Gal4-RORgamma UAS-luciferase reporter, 20 h; Potency, µM (series often up to 53.6 µM), inactives show top-dose activity change, negative = inhibition, hits mostly inhibitors; 310,000 tested, 5.4% active; AID 2551; note: potency is the fitted concentration of half-maximal effect; % is set by controls: 0 for no effect and ±100 for the full control effect; nearly all actives have a fitted effect of over 60% in size
Target sequence (P51450 whole entry, looked up, the tested form may be a part): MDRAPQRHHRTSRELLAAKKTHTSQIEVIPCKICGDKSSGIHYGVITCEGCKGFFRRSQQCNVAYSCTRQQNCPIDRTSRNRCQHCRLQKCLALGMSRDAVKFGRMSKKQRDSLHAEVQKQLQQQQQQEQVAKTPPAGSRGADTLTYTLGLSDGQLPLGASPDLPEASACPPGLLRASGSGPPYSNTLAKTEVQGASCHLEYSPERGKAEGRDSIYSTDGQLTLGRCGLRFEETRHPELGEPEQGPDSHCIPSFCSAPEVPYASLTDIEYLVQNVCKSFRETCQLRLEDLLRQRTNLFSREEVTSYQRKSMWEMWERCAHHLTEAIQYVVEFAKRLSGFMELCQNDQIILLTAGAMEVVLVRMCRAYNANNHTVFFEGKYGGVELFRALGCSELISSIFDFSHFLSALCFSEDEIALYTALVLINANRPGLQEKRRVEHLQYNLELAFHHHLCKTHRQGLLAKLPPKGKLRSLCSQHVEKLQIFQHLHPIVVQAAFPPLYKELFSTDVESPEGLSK
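Luciferase reporter read in Schneider cells carrying Gal4-RORγ (mouse) and UAS-Photinus luciferase; cells given compound 1 h before 700 uM copper sulfate induction, then incubated 20 h at ambient temperature.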
Gal4-VP16 FLuc: counter-screen for ROR gamma inhibitors: Gal4-VP16 reporter. 310,000 tested, 3.5% active. Potency, µM (doses to about 53.6 µM), for the others: at the top dose activity, negative = inhibition, usual class: inhibitors. Drosophila S2 Gal4-VP16 UAS-luciferase, luminescence, 20 h;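 note: Gal4-VP16 expression switched on by copper sulfate through the metallothionein promoter; potency is the fitted concentration of half-maximal effect; % is set by controls: 0 for no effect and ±100 for the full control effect; nearly all actives have a fitted effect of over 50% in size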
p53 reactivator: re-activators of mutant p53; H1299 p53-A138V BP100-luciferase reporter, luminescence, 24 h; Potency, µM (titrated, usually from 92.2 µM), for the others: top-dose activity change, positive = activation, actives largely listed as activators; 320,000 tested, 0.063% active; AID 504706; note: potency is the fitted concentration of half-maximal effect; % of control where 0% means no effect; nearly all actives have a fitted effect of over 45% in size
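H1299 (p53-null), stable ts p53-A138V + BP100-Luc; 1000 cells/well, Opti-MEM/10% FBS; cpd 4 pt, 1:5; 24 h, 37 deg C, 5% CO2; detection reagent 10 min RT; luminescence.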
PKM2 act: increases activity of human pyruvate kinase M2; P14618; purified PKM2, Kinase-Glo ATP luminescence, activation; response scale: 0% is enzyme alone, no compound; Potency, µM (top dose mostly 57.5 µM), for the others: top-dose activation, most hits filed as activators; 260,000 tested, 0.34% active; AID 1631; note: potency is the fitted concentration of half-maximal effect; % is set by controls: 0 for no effect and ±100 for the full control effect; nearly all actives have a fitted effect of over 55% in size
Target sequence (P14618 whole entry, looked up): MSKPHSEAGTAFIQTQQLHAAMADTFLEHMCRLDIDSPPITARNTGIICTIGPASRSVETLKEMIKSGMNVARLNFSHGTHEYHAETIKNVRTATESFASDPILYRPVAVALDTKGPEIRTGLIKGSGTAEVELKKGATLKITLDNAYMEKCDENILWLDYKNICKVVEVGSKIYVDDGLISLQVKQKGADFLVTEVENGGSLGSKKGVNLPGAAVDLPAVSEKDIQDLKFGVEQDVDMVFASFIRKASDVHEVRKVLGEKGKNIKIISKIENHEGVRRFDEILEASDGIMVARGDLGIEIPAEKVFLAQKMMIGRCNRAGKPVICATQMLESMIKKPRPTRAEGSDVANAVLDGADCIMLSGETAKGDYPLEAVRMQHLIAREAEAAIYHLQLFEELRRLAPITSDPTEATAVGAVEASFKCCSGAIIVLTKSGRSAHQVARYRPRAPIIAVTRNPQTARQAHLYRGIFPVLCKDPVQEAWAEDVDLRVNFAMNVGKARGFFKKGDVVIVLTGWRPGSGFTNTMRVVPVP
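Kinase-Glo luminescence reports ATP generated from ADP (0.1 mM) and PEP (0.5 mM) by purified hPK-M2 after 1 h at room temperature, pH 7.2 imidazole buffer; intermediate enzyme activity allows detecting inhibitors and activators.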
Menin-MLL TR inh: menin-MLL binding inhibition, Texas Red mutant peptide; Potency, µM (series often up to 61.6 µM), for inactives: top-dose FP activity change, negative = inhibition, usual class: inhibitors; AID 1768; 270,000 tested, 0.23% active; O00255; Menin + Texas Red MLL mutant peptide, fluorescence polarization; active = well fitted inhibition curve with a large enough effect in the polarisation, with a control signal flat, not every such curve was filed as active; inconclusive = small, poorly fitted or top-dose-only effect, or effect the other way, or a change in a side signal; inactive = no such curve, though single readings can be large or run the other way; the % refers to the polarisation; note: potency is the fitted concentration of half-maximal effect; % of control where 0% means no effect; many of its hits are not listed in these tables
NPC1 promoter act: NPC1 promoter activation. Potency, µM (titrated, usually from 9.22 µM), inactives show at the highest dose activation, usual class: activators. Huh7 NPC1 promoter luciferase reporter, 24 h. 320,000 tested, 2.4% active. AID 485313;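 note: potency is the fitted concentration of half-maximal effect; % of control where 0% means no effect; nearly all actives have a fitted effect of over 60% in size; reporter is driven by a mutant NPC1 promoter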
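Stably transfected Huh7 (NPC1 promoter→luciferase), 1500 cells/well in Opti-MEM + 10% FBS, 2 h settle, then compound 24 h at 37 °C. Luminescence after 10 min with Amplite reagent.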
Starred values were filed as active, the others as inactive; ? = inconclusive; / = no result given; & = joins results of further samples; [ ] = another dose, or the depositor's remark. Unless noted, calls come from the whole dose curve; as a rule, active = well fitted curve in the direction sought with a large enough effect; inconclusive = small, poorly fitted or top-dose-only effect, or another doubt; inactive = no such curve, though single readings can be large; an effect the other way counts as inactive or inconclusive. A portion of the library; count on the stated rates, not on these rows.

SMILES	BRCA1 expr up	FLuc modulator	Giardia kill	Rab9 prom act	ELG1 genotox	RORgamma inh	Gal4-VP16 FLuc	p53 reactivator	PKM2 act	Menin-MLL TR inh	NPC1 promoter act
CCCCn1c(O)c(C(C)=NCc2ccco2)c(=O)[nH]c1=O	-5.3%	7.4%	-16.5	1.8%	0.2%	10.1%	3.9%	0.6%	14.0%	/	-0.8%
CCOc1ccccc1CN1C2CCC1CC(c1ccc(C)cc1)C2 (stereo not drawn)	-2.0%	-0.7%	11.8	-4.4%	-5.5%	-38.4%	14.1%	/	-1.8%	?	-0.2%
CCC(=NCCCn1ccnc1)c1c(O)n(-c2ccccc2)c(=O)[nH]c1=O	-12.8%	0.1%	-24.6	-2.3%	-1.3%	4.2%	-10.5%	-0.1%	3.2%	/	2.4%
Cc1c(C=O)c2ccccc2n1Cc1ccc([N+](=O)[O-])cc1	-17.7%	2.9%	-12.1	0.1%	0.1%	4.0%	-7.0%	-8.1%	-0.6%	2.0%	-3.0%
COc1ccc(CN2CCN(c3ccccc3)CC2)c(C)c1C	-35.5%	6.5%	10.8	-3.8%	-6.2%	1.1%	0.0%	-4.0%	5.9%	-6.0%	-4.5%
O=C(NC(=C(Cl)Cl)P(=O)(c1ccccc1)c1ccccc1)c1ccccc1	12.3%	-0.4%	-19.1	2.0%	-2.6%	11.7%	-6.4%	-2.4%	-8.3%	-15.1%	-6.0%
CC(C)c1c(CN(C)C(C)Cc2ccccc2)n(C)n(-c2ccccc2)c1=O (stereo not drawn)	14.4%	-1.1%	-18.8	-2.4%	?	/	/	-0.8%	/	/	-1.3%
Cc1ccc(-n2c(CNCc3ccc(F)cc3)nc3ccccc3c2=O)cc1	16.3%	-0.8%	-3.5	2.8%	3.3%	?	11.8%	/	2.0%	0.1%	1.1%
CC1CN=C(NCCc2ccccc2)S1 (stereo not drawn)	15.2%	4.9%	20.7	19.6%	-1.4%	-30.8%	-3.3%	-0.7%	-0.1%	-13.9%	-0.6%
CC(=O)N1CCCc2cc(S(=O)(=O)N3CCCC(C(=O)Nc4cccc(F)c4)C3)ccc21 (stereo not drawn)	0.0%	-0.3%&-1.1%	17.5	-11.0%	-5.1%	?	-4.2%	-2.5%	-3.5%	10.7%	0.6%
Cc1cc(/C=C2\C(=O)NC(=S)N(C)C2=O)c(C)n1C1CCCCC1	3.5%	0.477µM*	13.5	-4.0%	?	?	-8.5%	7.6%	2.4%	-26.2%	-2.2%
Cc1c(N=Cc2c(O)n(C)c(=O)[nH]c2=O)c(=O)n(-c2ccccc2)n1C	3.3%	-1.2%	2.4	0.5%	0.0%	15.7%	7.9%	1.2%	0.5%	/	-2.8%
O=C(CN1CCN(C(=O)COc2cccc(F)c2)CC1)Nc1ccc(Cl)c(C(F)(F)F)c1	-8.7%	1.4%	0.5	0.4%	-6.9%	/	/	1.8%	/	/	-4.2%
CN=C(SCc1ccccc1)c1c(O)n(C)c(=O)n(C)c1=O	-0.3%	0.5%	-5.4	0.9%	1.0%	-4.0%	12.0%	1.8%	-4.2%	0.1%[11.7 µM]	1.3%
CC(C)N(Cc1nccn1C)C(=O)CCc1nnc(CCCc2ccccc2)o1	?	?	-22.5	25.9%	?	-1.7%	8.8%	9.4%	-12.6%	3.8%	?
CCc1nnc(NS(=O)(=O)c2ccc(N=Cc3c(O)n(-c4ccc(Cl)cc4)c(=O)[nH]c3=O)cc2)s1	0.3%	-13.5%	-7.8	0.5%	0.3%	0.6%	-6.6%	-0.1%	4.4%	12.2%	-2.7%
O=C1CC(=O)N(c2ccc3c(c2)OCO3)C(=O)N1	-12.9%	-0.2%	-4.4	-0.8%	3.5%	-32.0%	-1.5%	10.4%	-0.1%	-4.1%	0.4%
O=P(O)(O)COc1ccccc1O	13.2%	-12.3%	-0.4	-10.9%	-4.5%	0.3%[10 µM]	3.1%	-0.6%	3.6%	0.8%	-4.1%
Cc1ccc(N)c(N)c1	/	5.36µM*	?	-1.3%	?	?	?	?	/	-15.4%	-2.6%
CCCN1CCO[C@@H]2c3cc(O)ccc3OC[C@H]21	-3.7%	-0.5%	-16.0	-10.2%[46.1 µM]	8.9%	/	/	7.7%	/	3.1%&0.8%	2.5%[46.1 µM]
Cc1cc(/C=C2\C(=O)NC(=O)N(c3ccc(Br)cc3)C2=O)c(C)n1-c1cc(C(=O)O)cc(C(=O)O)c1	20.8%	?	14.0	0.7%	-0.5%	-9.1%	-9.0%	-1.6%	/	20.6%	-2.1%
CCOC(=O)c1c(/N=C/c2c(O)n(-c3cccc(C)c3)c(=O)[nH]c2=O)sc2c1CCCC2	5.8%	8.2%	-2.3	-6.8%	16.5%	1.8%	?	-3.0%	-0.5%	?	-2.4%
Cc1ccc(C(O)P(=O)(Oc2ccccc2)Oc2ccccc2)cc1 (stereo not drawn)	2.0%	-0.7%	-6.7	0.9%	2.3%	/	/	-5.8%	/	/	-1.4%

As a working copy, 11 of the compounds above:
SMILES	BRCA1 expr up	FLuc modulator	Giardia kill	Rab9 prom act	ELG1 genotox	RORgamma inh	Gal4-VP16 FLuc	p53 reactivator	PKM2 act	Menin-MLL TR inh	NPC1 promoter act
O=C(CN1CCN(C(=O)COc2cccc(F)c2)CC1)Nc1ccc(Cl)c(C(F)(F)F)c1	-8.7%	1.4%	0.5	0.4%	-6.9%	/	/	1.8%	/	/	-4.2%
CN=C(SCc1ccccc1)c1c(O)n(C)c(=O)n(C)c1=O	-0.3%	0.5%	-5.4	0.9%	1.0%	-4.0%	12.0%	1.8%	-4.2%	0.1%[11.7 µM]	1.3%
CC(C)N(Cc1nccn1C)C(=O)CCc1nnc(CCCc2ccccc2)o1	?	?	-22.5	25.9%	?	-1.7%	8.8%	9.4%	-12.6%	3.8%	?
CCc1nnc(NS(=O)(=O)c2ccc(N=Cc3c(O)n(-c4ccc(Cl)cc4)c(=O)[nH]c3=O)cc2)s1	0.3%	-13.5%	-7.8	0.5%	0.3%	0.6%	-6.6%	-0.1%	4.4%	12.2%	-2.7%
O=C1CC(=O)N(c2ccc3c(c2)OCO3)C(=O)N1	-12.9%	-0.2%	-4.4	-0.8%	3.5%	-32.0%	-1.5%	10.4%	-0.1%	-4.1%	0.4%
O=P(O)(O)COc1ccccc1O	13.2%	-12.3%	-0.4	-10.9%	-4.5%	0.3%[10 µM]	3.1%	-0.6%	3.6%	0.8%	-4.1%
Cc1ccc(N)c(N)c1	/	5.36µM*	?	-1.3%	?	?	?	?	/	-15.4%	-2.6%
CCCN1CCO[C@@H]2c3cc(O)ccc3OC[C@H]21	-3.7%	-0.5%	-16.0	-10.2%[46.1 µM]	8.9%	/	/	7.7%	/	3.1%&0.8%	2.5%[46.1 µM]
Cc1cc(/C=C2\C(=O)NC(=O)N(c3ccc(Br)cc3)C2=O)c(C)n1-c1cc(C(=O)O)cc(C(=O)O)c1	20.8%	?	14.0	0.7%	-0.5%	-9.1%	-9.0%	-1.6%	/	20.6%	-2.1%
CCOC(=O)c1c(/N=C/c2c(O)n(-c3cccc(C)c3)c(=O)[nH]c2=O)sc2c1CCCC2	5.8%	8.2%	-2.3	-6.8%	16.5%	1.8%	?	-3.0%	-0.5%	?	-2.4%
Cc1ccc(C(O)P(=O)(Oc2ccccc2)Oc2ccccc2)cc1 (stereo not drawn)	2.0%	-0.7%	-6.7	0.9%	2.3%	/	/	-5.8%	/	/	-1.4%

Results in Gal4-VP16 FLuc (2 entries from above):
Molecule | Gal4-VP16 FLuc
CC1CN=C(NCCc2ccccc2)S1 (stereo not drawn) | -3.3%
Cc1cc(/C=C2\C(=O)NC(=O)N(c3ccc(Br)cc3)C2=O)c(C)n1-c1cc(C(=O)O)cc(C(=O)O)c1 | -9.0%
